From PubChem
Mito fusion act = mitochondrial division inhibition or fusion activation; S. cerevisiae fusion-defective mutant growth rescue, CellTiterGlo 48 h; Potency, µM (series often up to 46.1 µM), without a hit: top-dose growth rescue (activation), usual class: activators; 0.23% of 320,000 active; AID 485298;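 also: potency is read from the fitted curve at half-maximal effect; % of control where 0% means no effect; nearly all actives have a fitted effect of over 45% in size; temperature-sensitive fusion mutants such as fzo1-1 at 37 °C on non-fermentable ethanol glycerol medium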
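Temperature-sensitive fusion-defective S. cerevisiae (e.g. fzo1-1, mgm1-5) were grown with compound in YPEG medium (3% ethanol, 3% glycerol) for 48 hours at 37C. Growth rescue was measured as viability by CellTiterGlo luminescence after 10 minutes at ambient.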
ELG1 DNA repair = ELG1-dependent DNA repair inhibition; Potency, µM (doses to about 46.1 µM), without a hit: top-dose activity change, negative = inhibition, usual class: inhibitors; 2.3% of 330,000 active; HEK293T ELG1-luciferase reporter, luminescence, 16 h; DNA damage induced by 5-fluorouridine; AID 504467; also: potency is read from the fitted curve at half-maximal effect; % is scaled to controls: 0 for no effect and ±100 for the full control effect; nearly all actives have a fitted effect of over 55% in size
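Luminescence from the luciferase reporter, measured 30 min after ONE-Glo reagent at room temperature, was the read-out. Beforehand, 2,000 cells per well were exposed for 16 hr at 37 °C to 5-fluorouridine together with compound or vehicle.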
BCR signal inh = inhibitors of chronic active B-cell receptor signaling | 0.05% of 340,000 active | ABC-DLBCL IkBa-CBG/CBR reporter, luminescence ratio, 4 h | Potency, µM (highest dose often 46.1 µM), inactives show at the top dose ratio change, negative = lower green/red ratio, usual class: inhibitors | AID 493014; active = well fitted inhibition curve with a large enough effect in the signal ratio, with a control signal flat, not every such curve was filed as active; inconclusive = small, poorly fitted or top-dose-only effect, or effect the other way, or a change in a side signal; the % refers to the signal ratio;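 also: potency is read from the fitted curve at half-maximal effect; plate controls were basal doxycycline-induced cells for no effect and cells given 10 µM MG132 for full effect; MG132 reads +100%, hits lower the ratio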
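TMD8 ABC-DLBCL cells carrying doxycycline-inducible green luciferase fused to IkappaBalpha plus unfused red luciferase were exposed to compounds (up to 46 uM) for 4 hrs at 37C. Activity came from the overlap-corrected green/red luminescence ratio.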
B2AR arrestin = agonists driving beta-arrestin recruitment to human beta2-adrenergic receptor. beta-arrestin recruitment to beta2AR, cell-based reporter. Potency, µM (top dose mostly 46.1 µM), without a hit: at the top dose activation, most hits filed as activators. 0.02% of 330,000 active. AID 492947;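 also: potency is read from the fitted curve at half-maximal effect; 0% = DMSO controls and full agonism = EC100 isoproterenol or metaproterenol; nearly all actives have a fitted effect of over 65% in size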
USP2a block = blocks human ubiquitin-specific protease USP2a | O75604 | USP2 core, Ub-CHOP2 coupled fluorogenic reporter, 485/531 | Potency, µM (top dose mostly 38.3 µM), for the others: at the top dose activity change, negative = inhibition, usual class: inhibitors | 0.01% of 330,000 active | AID 463254;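 also: potency is read from the fitted curve at half-maximal effect; plate controls were DMSO wells for no effect and full inhibition by NEM control for full effect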
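Deubiquitinase activity read as fluorescence (485/531 nm) after Ub-CHOP2 cleavage activates the enterokinase reporter on its substrate; USP2 core 10nM, Ub-CHOP2 and substrate 25nM each, 30min compound preincubation then 60min RT; data normalized to NEM, curves fitted.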
Tb PFK inh = blocks T. brucei phosphofructokinase | O15648 | Potency, µM (doses to about 57.5 µM), for the others: at the highest dose activity, negative = inhibition, hits mostly inhibitors | 0.17% of 330,000 active | T. brucei PFK, ADP-Glo luminescence;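 also: potency is read from the fitted curve at half-maximal effect; 0% = uninhibited 1x PFK enzyme wells and -100% = no-enzyme wells; nearly all actives have a fitted effect of over 60% in size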
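Luminescent ADP detection (ADP-Glo, two-step: ATP depletion then ADP-to-ATP conversion for luciferase) reported PFK activity after 45 min room-temperature reaction of 1.25 nM enzyme with 0.5 mM F6P and 0.1 mM ATP at pH 8.0.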
Eya2 phos inh = Eya2 (human) phosphatase inhibition | O00167 | Potency, µM (highest dose often 76.9 µM), without a hit: at the highest dose activity, negative = inhibition, most hits filed as inhibitors | recombinant Eya2, OMFP fluorescence dephosphorylation (OMFP is methylfluorescein phosphate) | 0.006% of 330,000 active; also: potency is read from the fitted curve at half-maximal effect; % is scaled to controls: 0 for no effect and ±100 for the full control effect
Target sequence (O00167 whole entry, looked up): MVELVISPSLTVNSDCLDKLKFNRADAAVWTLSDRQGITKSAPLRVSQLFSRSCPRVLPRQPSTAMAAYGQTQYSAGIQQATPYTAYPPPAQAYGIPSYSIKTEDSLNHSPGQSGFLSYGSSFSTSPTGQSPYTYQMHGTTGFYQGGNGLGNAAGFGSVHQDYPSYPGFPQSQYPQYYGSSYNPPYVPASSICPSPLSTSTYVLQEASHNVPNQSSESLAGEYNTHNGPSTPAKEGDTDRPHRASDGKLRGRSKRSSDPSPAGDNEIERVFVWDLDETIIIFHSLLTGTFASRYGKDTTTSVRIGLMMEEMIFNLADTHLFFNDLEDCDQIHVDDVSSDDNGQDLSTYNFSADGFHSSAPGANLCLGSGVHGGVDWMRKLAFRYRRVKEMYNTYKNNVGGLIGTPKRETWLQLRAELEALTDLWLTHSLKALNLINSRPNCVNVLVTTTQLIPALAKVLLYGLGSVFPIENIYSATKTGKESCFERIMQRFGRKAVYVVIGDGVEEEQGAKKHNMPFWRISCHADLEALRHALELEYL
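Eya2 protein (added as 0.2 uM solution) was preincubated with compound for 10 min at ambient temperature in 50 mM HEPES pH 7.5, 50 mM NaCl, 5 uM MgCl2, 0.05% BSA, 1 mM DTT. OMFP (added at 50 uM) then reacted 10 min; fluorescence read at 485/525 nm.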
TSG101-PTAP inh = blocks PTAP/TSG101 interaction to inhibit HIV-1 budding; AID 493005; Fluorescence polarization, FITC-PTAP peptide / Tsg101 binding; 340,000 tested, under 10 active; Q99816; Potency, µM (highest dose often 115 µM), for the others: at the top dose activity change, negative = inhibition, hits mostly inhibitors; active = well fitted inhibition curve with a large enough effect in the main read-out, with a control signal flat, not every such curve was filed as active; inconclusive = small, poorly fitted or top-dose-only effect, or effect the other way, or a change in a side signal; inactive = no such curve, though single readings can be large or run the other way; also: potency is read from the fitted curve at half-maximal effect; % of control where 0% means no effect
Target sequence (Q99816 whole entry, looked up): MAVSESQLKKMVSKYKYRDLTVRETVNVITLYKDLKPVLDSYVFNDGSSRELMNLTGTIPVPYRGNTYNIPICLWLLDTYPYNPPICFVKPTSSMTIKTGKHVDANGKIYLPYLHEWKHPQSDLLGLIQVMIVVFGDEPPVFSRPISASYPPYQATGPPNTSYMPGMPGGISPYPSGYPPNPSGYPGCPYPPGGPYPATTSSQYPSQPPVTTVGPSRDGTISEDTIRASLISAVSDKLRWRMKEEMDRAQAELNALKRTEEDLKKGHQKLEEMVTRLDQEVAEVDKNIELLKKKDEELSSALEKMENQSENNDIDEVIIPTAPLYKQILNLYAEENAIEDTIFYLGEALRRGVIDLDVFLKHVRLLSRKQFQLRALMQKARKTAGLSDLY
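Steps: Tsg101 binding domain dispensed (10 uM final), compounds pinned in DMSO, FITC-labeled PTAP-motif peptide added (50 nM final); after 20 min binding at room temperature, polarization measured.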
uPA generation = inhibitors of cell surface uPA generation; cell surface uPA generation assay, qHTS; Potency, µM (highest dose often 38.3 µM), for inactives: at the highest dose activity change, negative = inhibition, actives largely listed as inhibitors; 0.31% of 330,000 active; active = well fitted inhibition curve with a large enough effect; inconclusive = small, poorly fitted or top-dose-only effect; inactive = no such curve, though single readings can be large or run the other way; tested in mouse RAW 264.7 cells; also: potency is read from the fitted curve at half-maximal effect; % is scaled to controls: 0 for no effect and ±100 for the full control effect; nearly all actives have a fitted effect of over 55% in size
TSHR antagonist = human thyrotropin receptor antagonism | P16473 | TSHR-expressing cells, TSH-stimulated cAMP HTRF, 2 h; active compounds read low | activity change, negative = inhibition, % at 11.5 µM | 0.2% of 330,000 active;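 active = activity change below a set negative limit, meaning inhibition stronger than a set level, cut at about -70% in these data; inconclusive = activity change between two set negative limits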; also: % is scaled to controls: 0 for no effect and ±100 for the full control effect
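Freshly harvested TSHR cells receive pin-tooled compound, then EC80 TSH at 4nM final. After 2 hours at 37 deg C, antibody in lysis buffer and cAMP-d2 are added; 30 minutes at ambient temperature precede the HTRF read.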
TCR act = T cell receptor activation. primary human leukocytes, anti-CD3, IL-2 HTRF, 48 h. Potency, µM (top dose mostly 9.22 µM), for inactives: top-dose activation of IL-2 secretion, hits mostly activators. 330,000 tested, under 10 active. AID 504894; also: % of control where 0% means no effect
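Primary human leukocytes incubated 48 hr with anti-CD3 beads plus compound, without co-stimulation. Secreted IL-2 measured by HTRF (europium cryptate/d2 anti-IL-2 pair, 320 nm excitation, 665 nm emission).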
Starred values were filed as active, the others as inactive; [ ] = another dose, or the depositor's remark. Unless noted, calls follow the shape of the dose curve; as a rule, active = well fitted curve in the direction sought with a large enough effect; inconclusive = small, poorly fitted or top-dose-only effect, or another doubt; inactive = no such curve, though single readings can be large; an effect the other way counts as inactive or inconclusive.

CCOC(=O)c1sc(NC(=O)CCSC)nc1C was read as Mito fusion act 3%, ELG1 DNA repair inconclusive, BCR signal inh inconclusive, B2AR arrestin -0.2%, USP2a block 1%, Tb PFK inh -1%, Eya2 phos inh 1%, TSG101-PTAP inh -5%, TSHR antagonist -1 and TCR act -3%.
For Cc1ccc(/C(O)=C2\C(=O)C(=O)N(CC(C)O)C2c2ccc(N(C)C)cc2)cc1 (configuration not stated) the results were Mito fusion act -2%, ELG1 DNA repair 15%, BCR signal inh -7%, B2AR arrestin 0.3%, USP2a block -1%, Tb PFK inh 3%, Eya2 phos inh -9%, TSG101-PTAP inh -1%, uPA generation -3%, TSHR antagonist -1 and TCR act -19%.
`CCN(CC)S(=O)(=O)c1ccc(Cl)c(NC(=O)COc2ccc(OC)cc2)c1` gave Mito fusion act 3%, ELG1 DNA repair 7%, BCR signal inh -1%, B2AR arrestin 0.0%, USP2a block 2%, Tb PFK inh -4%, Eya2 phos inh 16%, TSG101-PTAP inh 1%, TSHR antagonist -5 and TCR act 5%.
For COc1ccc(CNc2c(C(=O)O)cnc3c2cnn3C)cc1 the results were Mito fusion act -1%, ELG1 DNA repair 1%, BCR signal inh -1%, B2AR arrestin 0.0%, USP2a block 3%, Tb PFK inh 9%, Eya2 phos inh 5%, TSG101-PTAP inh -1%, uPA generation 2%, TSHR antagonist -13 and TCR act -1%.
For COc1ccc(NC(=O)CN(C)C(=O)C2CC(=O)N(c3ccc4c(c3)OCCO4)C2)cc1 (configuration not stated) the results were Mito fusion act -1%, ELG1 DNA repair 1%, BCR signal inh -1%, B2AR arrestin -0.3%, USP2a block 0%, Tb PFK inh 0%, Eya2 phos inh -17%, TSG101-PTAP inh -5%, uPA generation -1%, TSHR antagonist -2 and TCR act 1%.
`CC(=O)Nc1ccc(C(=O)OCC(=O)Nc2ccccc2Sc2ccccc2)cc1` gave Mito fusion act 6%, ELG1 DNA repair -13%, BCR signal inh -9%, B2AR arrestin -0.9%, USP2a block -1%, Tb PFK inh 0%, Eya2 phos inh -5%, TSG101-PTAP inh -2%, uPA generation 0%, TSHR antagonist -6 and TCR act -2%[46.1 µM].
For Cc1ccc2c(c1)N(CC(=O)N1CCCCCC1)C(=O)c1cccnc1O2 the results were Mito fusion act -7%, ELG1 DNA repair -1%, BCR signal inh 0%, B2AR arrestin -0.1%, USP2a block 4%, Tb PFK inh -2%, Eya2 phos inh 4%, TSG101-PTAP inh -2%, uPA generation -1%, TSHR antagonist 10 and TCR act -7%.
For COc1ccc(N2CCN(Cc3nc4c(c(=O)n(C)c(=O)n4C)n3CCc3ccccc3)CC2)cc1 the results were Mito fusion act -1%, ELG1 DNA repair inconclusive, BCR signal inh inconclusive, B2AR arrestin 0.3%, USP2a block 0%, Tb PFK inh 0%, Eya2 phos inh 0%, TSG101-PTAP inh -4%, uPA generation 6%, TSHR antagonist 32 and TCR act -13%[46.1 µM].
CCOC(=O)C(O)(CCC(O)(C(=O)OCC)C(=O)OCC)C(=O)OCC was read as Mito fusion act 1%, ELG1 DNA repair 9%, BCR signal inh 6%, B2AR arrestin -0.4%, USP2a block 10%, Tb PFK inh 2%, Eya2 phos inh 12%, TSG101-PTAP inh -2%, uPA generation 0%, TSHR antagonist 2 and TCR act 8%.
`Cc1noc(C)c1COC(=O)c1ccc(N(C)C)cc1` gave Mito fusion act inconclusive, ELG1 DNA repair inconclusive, BCR signal inh 0%, B2AR arrestin 3.3%, USP2a block -5%, Tb PFK inh 4%, Eya2 phos inh -1%, TSG101-PTAP inh -2%, uPA generation -5%, TSHR antagonist 15 and TCR act -2%.
`Cc1ccccc1N(CC(=O)N1CCOCC1)S(C)(=O)=O` gave Mito fusion act 5%, ELG1 DNA repair 4%, BCR signal inh inconclusive, B2AR arrestin 0.1%, USP2a block 1%, Tb PFK inh 5%, Eya2 phos inh -1%, TSG101-PTAP inh -1%, uPA generation 2%, TSHR antagonist -5 and TCR act 12%.
Screening Cc1ccc(-c2cc(N)on2)cc1 returned Mito fusion act 0%, ELG1 DNA repair inconclusive, BCR signal inh -11%, B2AR arrestin -0.1%, USP2a block 4%, Tb PFK inh 5%, Eya2 phos inh -17%, TSG101-PTAP inh -4%, uPA generation -2%, TSHR antagonist 14 and TCR act -5%[46.1 µM].
CCOC(=O)C1(C)NC(c2ccco2)C2C(=O)N(c3ccccc3)C(=O)C21 (configuration not stated) was read as Mito fusion act -3%, ELG1 DNA repair 4%, BCR signal inh -3%, B2AR arrestin 0.1%, USP2a block 1%, Tb PFK inh -2%, Eya2 phos inh -1%, TSG101-PTAP inh 0%, uPA generation 0%, TSHR antagonist -9 and TCR act 1%.
`O=C(Nc1cccc(O)c1)c1ccc(C(=O)c2ccccc2)o1` gave Mito fusion act 2%, ELG1 DNA repair inconclusive, BCR signal inh inconclusive, B2AR arrestin 0.4%, USP2a block 8%, Tb PFK inh 1%, Eya2 phos inh 3%, TSG101-PTAP inh 0%, uPA generation -7%, TSHR antagonist -15 and TCR act 0%.
For O=C(NCCNC(=O)c1cnccn1)c1ccc(Cl)c(Cl)c1 the results were Mito fusion act -5%, ELG1 DNA repair 15%, BCR signal inh -1%, B2AR arrestin -0.7%, USP2a block 3%, Tb PFK inh 2%, Eya2 phos inh 4%, TSG101-PTAP inh -9%, uPA generation -1%, TSHR antagonist 2 and TCR act 0%.
CCCCn1c(SCC(=O)N2CCCCC2)nc2cc(S(N)(=O)=O)ccc21 was read as Mito fusion act 0%, ELG1 DNA repair inconclusive, BCR signal inh 0%, B2AR arrestin 0.4%, USP2a block -5%, Tb PFK inh -1%, Eya2 phos inh 7%[15.4 µM], TSG101-PTAP inh 1% and TSHR antagonist 10.
CCOc1cc(N2CCOCC2)c(OCC)cc1NC(=O)Cc1cn2ccsc2n1 was read as Mito fusion act -2%, ELG1 DNA repair inconclusive, BCR signal inh -5%, B2AR arrestin -0.6%, USP2a block inconclusive, Tb PFK inh 2%, Eya2 phos inh 1%, TSG101-PTAP inh -8%, uPA generation 2%, TSHR antagonist -2 and TCR act -52%.
Screening COc1cccc(CNS(=O)(=O)c2ccc3c(c2)CC(C)N3C(=O)C2CCC2)c1 (configuration not stated) returned Mito fusion act 8%, ELG1 DNA repair -18%, BCR signal inh -1%, B2AR arrestin -0.8%, USP2a block -2%, Tb PFK inh 0%, Eya2 phos inh -9%, TSG101-PTAP inh -7%, uPA generation -9%, TSHR antagonist -27 and TCR act -3%.
`Cc1cc(NC(=O)CSCC(=O)OCc2nnc(-c3ccccc3)o2)no1` gave Mito fusion act 1%, ELG1 DNA repair 19%, BCR signal inh inconclusive, B2AR arrestin 0.1%, USP2a block 0%, Tb PFK inh -1%, Eya2 phos inh -14%, TSG101-PTAP inh -1%, uPA generation -4%, TSHR antagonist 2 and TCR act 6%.
`COc1cccc(N2C(=O)CC(NNC(=O)c3cccs3)C2=O)c1` (configuration not stated) gave Mito fusion act 0%, ELG1 DNA repair 1%, BCR signal inh -5%, B2AR arrestin -1.9%, USP2a block -1%, Tb PFK inh -1%, Eya2 phos inh -2%, TSG101-PTAP inh 0%, uPA generation 2%, TSHR antagonist 6 and TCR act 0%[46.1 µM].
Screening CC1CCCC(NC(=O)CN2C(=O)NC(Cc3c[nH]c4ccccc34)C2=O)C1C (configuration not stated) returned ELG1 DNA repair inconclusive, BCR signal inh 2%, B2AR arrestin -0.4%, USP2a block -1%, Tb PFK inh -1%, Eya2 phos inh 6%, TSG101-PTAP inh 0%, uPA generation 2%, TSHR antagonist -1 and TCR act -6%.
For COc1cc(/C=C/c2cc[n+](C)cc2)ccc1OCC(=O)Nc1ccccc1 the results were Mito fusion act 11%, ELG1 DNA repair inconclusive, BCR signal inh 8%, B2AR arrestin 0.0%, USP2a block 2%, Tb PFK inh 9%, Eya2 phos inh 7%, TSG101-PTAP inh -11%, uPA generation -1%, TSHR antagonist -14 and TCR act 8%.
Screening CC/C(=N\NC(=O)CSCc1ccccc1Br)c1ccc2c(c1)OCCO2 returned Mito fusion act 0%, ELG1 DNA repair inconclusive, BCR signal inh -24%, B2AR arrestin 0.3%, USP2a block 3%, Tb PFK inh -4%, Eya2 phos inh -24%, TSG101-PTAP inh -3%, uPA generation -1%, TSHR antagonist -2 and TCR act -16%.

Compounds were not picked by outcome. About 3% of those tested had a hit in this group.
